MBD2 DNA inh: blocks human MBD2 binding to methylated DNA | Q9UBB5 | TR-FRET, MBD2 binding to methylated oligonucleotide | inhibition, % at 4.4 µM | 370,000 tested, 0.31% active | AID 686964; in the data active = inhibition above about 13%
NR1D1 modulator: modulators of human Rev-erb alpha DNA binding; activity, % at 10 µM; Rev-erbα–FITC-DNA binding, fluorescence polarization, 90 min; P20393; 370,000 tested, 0.79% active;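 active = activity above about 14%, limit read from the data; passing the limit was not always enough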;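 note: 0% = DMSO wells with 35 nM protein and 100% = DMSO wells with 750 nM protein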
Target sequence (P20393 whole entry, looked up): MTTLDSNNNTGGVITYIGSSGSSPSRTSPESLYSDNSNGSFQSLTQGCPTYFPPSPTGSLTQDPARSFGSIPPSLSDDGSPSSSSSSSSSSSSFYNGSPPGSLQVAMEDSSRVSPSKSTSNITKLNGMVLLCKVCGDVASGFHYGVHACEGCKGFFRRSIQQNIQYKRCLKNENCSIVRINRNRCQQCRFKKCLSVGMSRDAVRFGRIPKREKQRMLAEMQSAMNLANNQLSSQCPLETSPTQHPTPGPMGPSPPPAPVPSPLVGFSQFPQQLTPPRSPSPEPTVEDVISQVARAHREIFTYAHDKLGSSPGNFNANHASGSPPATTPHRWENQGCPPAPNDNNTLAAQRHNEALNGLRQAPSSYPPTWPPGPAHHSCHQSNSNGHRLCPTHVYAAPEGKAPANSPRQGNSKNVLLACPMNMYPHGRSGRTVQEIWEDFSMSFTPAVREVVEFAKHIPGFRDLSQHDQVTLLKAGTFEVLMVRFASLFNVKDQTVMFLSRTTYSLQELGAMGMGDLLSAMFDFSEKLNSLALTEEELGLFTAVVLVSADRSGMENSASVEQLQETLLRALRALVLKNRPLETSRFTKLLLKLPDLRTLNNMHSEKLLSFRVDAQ
HTRA1 inhibitor: blocks human HTRA1 serine peptidase. AID 504803. Q92743. recombinant HTRA1, FP-rhodamine activity-based probe, fluorescence polarization. inhibition, % at 5.96 µM. 340,000 tested, 0.5% active; in the data active = inhibition above about 36%;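 note: 0% = enzyme with DMSO and 100% = wells lacking enzyme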
PG9 Ab binder: binds the HIV-1 gp120 antibody PG9; 360,000 tested, 0.43% active; inhibition, % at 6.7 µM; TR-FRET gp120-PG9 antibody binding; in the data active = inhibition above about 8.5%
rCAG RNA binder: r(CAG) repeat RNA binding. TO-PRO-1 dye displacement fluorescence. inhibition, % at 3 µM. 370,000 tested, 1.3% active. AID 651821;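 active = inhibition above the plate cutoff, the mean of all test compounds on that plate plus 3 SD, cut at about 35% in these data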;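 note: 0% = DMSO alone and 100% = 100 µM mitoxantrone as full dye displacement; higher means more dye released from RNA so lower well fluorescence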
LEDGF integ inh: blocks HIV-1 LEDGF/p75-dependent DNA integration; 370,000 tested, 0.64% active; AID 743269; TR-FRET IN-LEDGF/p75 DNA integration, Eu/Cy5; inhibition, % at 3.7 µM;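 active = inhibition above the screen-wide mean plus 3 SD, cut at about 13% in these data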;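 note: signal is the Cy5 over europium emission ratio at 671 and 618 nm; 0% = plate median of compound wells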
UHRF1 binding: human UHRF1 methylated DNA binding inhibitors; UHRF1 binding to methylated oligo, TR-FRET; inhibition, % at 4.4 µM; 370,000 tested, 0.75% active; in the data active = inhibition above about 21%;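 note: UHRF1 SRA domain binding a hemimethylated CpG hairpin DNA probe; 0% = median of test compound wells and 100% = reference inhibitor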
TCR CD3 inh: human TCR-CD3 binding inhibition. inhibition, % at 9.4 µM. TAMRA-labeled TCR probe fluorescence, biochemical. 360,000 tested, 0.37% active; in the data active = inhibition above about 19%;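 note: recombinant mutant TCR 2C K166C tagged with TAMRA read by polarization; 0% = receptor in buffer alone and 100% = receptor with positive control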
PRMT1 FP inh: PRMT1 (human) inhibition, primary screen | Q99873 | recombinant PRMT1, activity-based probe fluorescence polarization | inhibition, % at 2.79 µM | 370,000 tested, 1.3% active | AID 652257;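 active = inhibition above about 21% made by adding two undisclosed values, limit read from the data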
ABHD4 inh: inhibitors of mouse ABHD4. 370,000 tested, 0.54% active. Q8VD66. purified mABHD4, FP-Rh probe fluorescence polarization. inhibition, % at 8.92 µM;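 active = inhibition exceeding the mean over every tested compound plus 3 SD, cut at about 30% in these data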;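 note: 0% = plate median of compound wells and 100% = S159A mutant with DMSO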
Target sequence (Q8VD66 whole entry, looked up): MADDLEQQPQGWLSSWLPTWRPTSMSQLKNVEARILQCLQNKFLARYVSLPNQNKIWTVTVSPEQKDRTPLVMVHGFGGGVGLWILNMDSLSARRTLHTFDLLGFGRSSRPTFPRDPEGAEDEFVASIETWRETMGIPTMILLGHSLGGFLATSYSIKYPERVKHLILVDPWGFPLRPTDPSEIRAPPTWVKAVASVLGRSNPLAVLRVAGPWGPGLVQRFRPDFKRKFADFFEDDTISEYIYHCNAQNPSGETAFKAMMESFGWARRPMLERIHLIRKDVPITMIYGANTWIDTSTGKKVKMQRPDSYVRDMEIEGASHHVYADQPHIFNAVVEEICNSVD
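Assay system: wild-type mouse ABHD4 protein; compound: single nominal dose of 8.92 µM, 0.89% DMSO final; schedule: 45 min + 60 min at 25 °C; measured by: FP readout, ex 525 nm / em 598 nm; evaluation: % inhibition of FP-Rh probe binding versus controls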
Starred values were filed as active, the others as inactive; x = not tested or not shown.

SMILES	MBD2 DNA inh	NR1D1 modulator	HTRA1 inhibitor	PG9 Ab binder	rCAG RNA binder	LEDGF integ inh	UHRF1 binding	TCR CD3 inh	PRMT1 FP inh	ABHD4 inh
O=C(COc1ccc(Br)cc1)Nc1ccc([N+](=O)[O-])cn1	-2	-6	-8	-0.5	1	2	-2	0	1	-1
CCS(=O)(=O)N1CCN(c2cnn(-c3ccccc3)c(=O)c2Cl)CC1	4	8	-5	0.4	-3	0	0	-3	2	0
CCNC(=O)COC(=O)CCNC(=O)c1cccc(C)c1	4	3	2	2.0	0	-2	1	-1	2	-1
S=c1[nH]nc(C2CCCCC2)n1/N=C/c1cccc(Cl)c1Cl	3	1	-6	-1.1	12	-3	-1	0	2	-2
CC1CC(C)CN(C(=S)NC2CCCCC2)C1 (stereo not given)	-1	-4	-2	-1.4	-6	0	0	7	0	9
COc1cccc2[nH]c3c(=O)n(CCN(C)C)cnc3c12	-5	-3	-2	1.3	3	-1	2	1	-3	-4
COc1ccc(OC)c2nc(-c3cccnc3)ccc12	5	8	-1	-0.7	-2	1	-3	-4	3	-5
Cc1cc(N=Nc2c(O)c3ccccc3[nH]c2=O)ccc1N=Nc1ccc(C(=O)N(C)C)cc1	-4	8	14	-2.2	7	-3	4	-7	12	15
COCCN(Cc1cc2c(C)cc(C)cc2nc1Cl)C(=O)c1ccccc1F	-4	7	-4	1.0	-3	-1	2	-7	-2	-1
Nc1cc(Br)cc2c1[nH]c(=O)c1ccccc12	-3	7	1	0.7	8	-4	-4	-8	1	2
Cc1ccc(S(=O)(=O)Nc2ccc3c(c2)nc(CCN2CCOCC2)n3C)cc1	-2	3	12	-1.7	-3	1	0	-5	5	7
COc1ccc(/C=C/CN2CCN(CCc3ccccc3)C(CCO)C2)cc1 (stereo not given)	-1	3	0	1.5	-10	9	-1	-5	-2	2
CCOc1ccccc1C(=O)Nc1ccc(NC(=O)c2ccccc2)cc1	-5	4	4	2.0	-2	1	2	-4	0	-4
CCCCCNC(=O)c1ccc2c(c1)ncn2-c1ccc(OC)cc1	11	-1	-19	2.9	-2	8	5	-8	8	-16
Fc1cnc(Cl)nc1N1CCN(c2ccccc2)CC1	-4	-6	-4	-0.5	-4	2	-1	6	-3	-1
S=c1[nH]nc(Cc2ccccc2)n1Cc1ccco1	1	-2	0	1.0	0	-3	-6	1	-1	1
CC(C)(C)OC(=O)N1Cc2ccccc2C[C@H]1C(=O)O	1	-3	-1	-1.0	2	1	-6	3	-2	4
COc1ccc(-c2ccc(SCC(=O)N3CCOCC3)nn2)cc1OC	3	-1	0	-0.8	-4	-2	7	-4	1	3
Cn1c(NCc2ccccc2F)nc2cc(-c3ccccc3)sc2c1=O	1	-2	x	-0.6	3	-2	2	-2	3	-12
Clc1ccc(-c2nnc3n2CCCC3)cc1Cl	2	-3	-2	-0.4	-1	8	5	9	-5	-5
COc1ccc(-n2c(Cc3cccn3C)nnc2SCC(=O)Nc2nc(C)cs2)cc1	5	3	-6	-0.6	7	-3	4	-3	11	-3
CN(C)c1ccc(P(=O)(CC(=O)N/N=C/c2ccc(C#N)cc2)OCCCl)cc1 (stereo not given)	-7	-1	-4	-0.4	-4	-1	-2	-2	3	-5
CCOC(=O)[C@]12CCC=C1N(Cc1ccco1)C(=O)[C@H](CC(=O)N1CCCCC1)C2	5	4	x	-1.8	5	1	0	-2	2	1
CCNC(=S)N/N=C(\C)c1ccc(N2CCOCC2)cc1	2	-3	4	-3.6	-4	5	-4	7	-1	-6
CCN(Cc1ccccc1)C(=O)COC(=O)CNS(=O)(=O)c1ccc(C)cc1	-1	-2	-2	-2.5	-4	2	-2	5	-1	-3

2 compounds from above, reduced to LEDGF integ inh, ABHD4 inh and rCAG RNA binder.
compound,LEDGF integ inh,ABHD4 inh,rCAG RNA binder
Clc1ccc(-c2nnc3n2CCCC3)cc1Cl,8,-5,-1
COc1ccc(-n2c(Cc3cccn3C)nnc2SCC(=O)Nc2nc(C)cs2)cc1,-3,-3,7

Later entries:
SMILES	MBD2 DNA inh	NR1D1 modulator	HTRA1 inhibitor	PG9 Ab binder	rCAG RNA binder	LEDGF integ inh	UHRF1 binding	TCR CD3 inh	PRMT1 FP inh	ABHD4 inh
Cc1ccccc1C(=O)Nc1ccccc1NC(=O)c1ccccc1C	4	-2	1	-1.8	-3	2	0	7	-2	-4
COc1ccc2c(c1OC)C(=O)OC2CC(=O)c1ccc(O)c(O)c1 (stereo not given)	-5	-2	-2	-1.7	5	-1	-1	3	4	11
O=C1CCCC2=C1C(c1ccc3c(c1)OCO3)c1c([nH]n(-c3ccccc3)c1=O)N2 (stereo not given)	-4	8	7	-4.7	8	0	-6	0	6	8
CCN(CC)C(=O)c1cccc(NC(=O)C2=COCCO2)c1	1	3	-2	-0.6	3	3	-2	1	-2	-5
CC1Cc2cc(/C(O)=C3/C(=O)C(=O)N(CCCn4ccnc4)C3c3ccncc3)ccc2O1 (stereo not given)	1	-1	-2	0.3	-1	3	-3	9	-2	-4
COc1ccccc1C(CNC(=O)c1cccc(NS(=O)(=O)c2ccc(Br)cc2)c1)N(C)C (stereo not given)	1	1	-3	2.5	-5	-4	4	1	6	1
CC(C)CCN1C(=O)CCC1(C)C(=O)NC1CCCCCCC1 (stereo not given)	-4	1	0	-0.2	-8	-6	3	-2	-3	10
Clc1ccccc1-c1nc(-c2ccc(Br)o2)no1	-4	3	-15	0.1	0	2	2	3	-2	5
C=CCn1cc(-c2ccc(Cl)cc2)cc(C#N)c1=O	1	-2	0	0.8	2	0	0	7	1	3
CC(Oc1ccccc1)c1ccnc2nc(N3CCOCC3)nn12 (stereo not given)	-2	-3	5	-0.7	-6	1	1	-10	2	-5
Cc1ccc2c(c1)C(O)(C1COC(C)(C)CC1=O)C(=O)N2C (stereo not given)	-8	-5	5	-1.4	-2	-1	-5	-1	-3	-8
CC(C)OC(=O)c1c(NC(=O)c2cccs2)sc2c1CCCC2	-2	0	-3	2.0	-1	-2	1	4	1	4
O=C(NC1CCCC1)C(c1ccccn1)N(Cc1ccc(F)cc1)C(=O)c1csnn1 (stereo not given)	-3	1	-1	-2.1	0	4	-1	-3	-2	2
CCNC(=S)N1CC(C)OC(C)C1 (stereo not given)	1	2	2	-1.0	2	-1	-2	11	0	1
O=C(NCc1ccccc1)/C(NC(=O)c1ccccc1)=C(/Sc1ccccn1)c1ccccc1	3	2	-10	0.2	0	3	2	-5	1	-11
O=C(CCc1ccccc1)Nc1ccccc1C(F)(F)F	-2	2	-6	-1.8	0	-1	-1	3	-1	-5
O=C(Cc1ccccc1)Nc1ccc(NC(=O)C2CC2)nc1	0	0	1	-2.3	-1	1	-1	12	-1	15
CC(=O)/C(=N\Nc1ccccc1)Oc1ccc([N+](=O)[O-])cc1	-6	-4	5	0.4	7	4	-2	8	2	1
O=C1c2ccccc2S(=O)(=O)N1CC(O)COc1ccc(Cl)cc1 (stereo not given)	7	3	-7	0.9	-5	1	6	-1	0	4
CC(=O)OC(C)(C)/C=C/C(=O)[C@](C)(O)C1[C@H](O)C[C@@]2(C)C3CC=C4C(C=C(O[C@@H]5O[C@H](CO)[C@@H](O)[C@H](O)[C@H]5O)C(=O)C4(C)C)[C@]3(C)C(=O)C[C@]12C (stereo not given in full)	-1	-2	-1	-2.4	0	-1	-3	7	2	-5
Cc1ccccc1NC(=O)CCCn1nc(C)c2c(C)n(-c3ccccc3)nc2c1=O	2	-6	5	-1.2	-7	-1	0	0	-2	7
O=C(O)C1C2C=CC(C2)C1C(=O)NC(c1ccccc1)c1ccccc1 (stereo not given)	-5	-2	-1	0.2	3	-2	-1	-2	1	4
CCCCc1c(O)nc(SCCN(C)C)n(-c2ccccc2)c1=O	4	4	-3	1.3	-1	-5	10	1	24*	-3
CCOC(=O)c1sc(NC(=O)/C=C/c2ccc(F)cc2)nc1C	0	8	2	-1.2	-1	2	1	8	-4	-5
CCCN1C2=NCCCN2c2ccccc21	-3	-4	-2	-0.1	-1	-3	0	4	0	1

Four entries picked at random from those above:
SMILES	MBD2 DNA inh	NR1D1 modulator	HTRA1 inhibitor	PG9 Ab binder	rCAG RNA binder	LEDGF integ inh	UHRF1 binding	TCR CD3 inh	PRMT1 FP inh	ABHD4 inh
CCCN1C2=NCCCN2c2ccccc21	-3	-4	-2	-0.1	-1	-3	0	4	0	1
Cc1ccc(S(=O)(=O)Nc2ccc3c(c2)nc(CCN2CCOCC2)n3C)cc1	-2	3	12	-1.7	-3	1	0	-5	5	7
Clc1ccccc1-c1nc(-c2ccc(Br)o2)no1	-4	3	-15	0.1	0	2	2	3	-2	5
CCNC(=S)N1CC(C)OC(C)C1 (stereo not given)	1	2	2	-1.0	2	-1	-2	11	0	1

Next part.
SMILES	MBD2 DNA inh	NR1D1 modulator	HTRA1 inhibitor	PG9 Ab binder	rCAG RNA binder	LEDGF integ inh	UHRF1 binding	TCR CD3 inh	PRMT1 FP inh	ABHD4 inh
C=CCNC(=S)NNC(=O)c1ccccc1OCC	1	-6	0	0.7	0	2	-3	-6	-1	-1
COc1cc2c(cc1OC)CN(CC(=O)Nc1ccc(S(=O)(=O)N3CCCC3)cc1)CC2	5	5	-2	-1.7	-2	2	1	-1	-2	9
COc1ccc2c(c1)c(=O)c(C(=O)c1ccc(F)cc1)cn2CC(=O)Nc1ccc(F)cc1	-3	33*	-19	7.2	10	1	-1	0	-4	-5
O=C(CCl)NC1CCCCN(Cc2ccc(OC(F)(F)F)cc2)C1=O (stereo not given)	0	1	x	x	1	-2	0	x	1	2
CC1(C)Cc2c(sc3nc[nH]c(=O)c23)CO1	10	-1	6	-0.8	-5	-4	3	3	3	-2
O=C(C1CCCO1)N1CCC(c2nc3ccccc3[nH]2)CC1 (stereo not given)	-2	2	2	-0.5	0	2	4	3	2	1
COc1cc(C(=O)Nc2cccc(-c3cn4cccnc4n3)c2)cc(OC)c1OC	0	1	-2	1.6	3	5	2	1	7	-12
O=C(CNC(=O)c1cc2ccccc2o1)NCc1cccs1	-7	2	-5	-2.5	3	0	2	-2	-1	-6
COc1ccccc1/C=C/C(=O)NCC(=O)N/N=C(\CCC(=O)O)c1ccccc1	-3	-5	-13	-1.2	0	-2	-2	-3	-2	-2
COc1ccccc1Cc1c(C2CCCCC2)nc2c3ccccc3ccn12	10	2	x	0.2	0	2	18	5	7	-13
COc1cc(C(=O)NNC(=O)NC2CCCCC2)cc(OC)c1OC	4	-2	-1	0.8	3	-1	1	6	-2	-1
CCCS(=O)(=O)NC(=O)C1(C)CCCN(C(=O)c2cccc(Cl)c2)C1 (stereo not given)	-2	-2	x	-0.9	2	-1	4	-1	2	1
CCS(=O)(=O)N1CCN(c2ccc(Cl)cc2[N+](=O)[O-])CC1	-6	2	-2	-0.7	-7	0	-3	3	0	0
Cc1cc(C(=O)NC(=S)Nc2ccccc2N2CCOCC2)ccc1[N+](=O)[O-]	7	6	-13	2.1	2	1	1	-4	-1	-1
Cc1ccccc1NC(=O)c1cccc(N2C(=O)C3CCCCC3C2=O)c1 (stereo not given)	4	0	1	2.5	0	-8	7	-5	3	-5
CCN(CC)c1ccc(N/C(N)=N/c2nc(C(F)(F)F)cc(=O)[nH]2)cc1	3	-3	17	3.3	2	-4	4	-11	2	-7
CCC(CC)N1CCN(C(=O)c2cc(OC)c(OC)c(OC)c2)CC1	-4	-5	7	-1.6	1	2	0	5	1	4
Cc1ccc(NC(=O)CSc2ncn[nH]2)cc1S(=O)(=O)N1CCOCC1	-3	0	6	-1.1	2	-3	3	-1	4	7
CCN(CC)CCNC(=O)/C(=C/c1cn(C)c2ccccc12)NC(=O)c1ccc(OC)c(OC)c1	-5	3	5	-2.6	-1	0	-4	3	-4	2
C=CCn1c(-c2cccc(Cl)c2)n[nH]c1=S	0	-2	2	4.4	0	0	-1	9	-1	-2

Some of the compounds tested; the hit share may differ from the screen's.
